High-throughput results (PubChem)
EPAC1 antagonist: qHTS for Antagonist of cAMP-regulated guanine nucleotide exchange factor 3 (EPAC1): primary screen; 360,000 compounds, 0.14% hits; Rap guanine nucleotide exchange factor 3 (Homo sapiens), O95398; EPAC1 GEF assay, Rap1b-BODIPY-GDP exchange fluorescence; AID 720709, 2013; Potency, µM (doses to about 115 µM), for inactives: top-dose activity change, negative = inhibition, actives largely listed as inhibitors;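 further: potency means the concentration at half of the fitted maximal effect; plate controls were vehicle for no effect and positive control for full effect; nearly all actives have a fitted effect of over 50% in size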
Target sequence (O95398 whole entry, looked up): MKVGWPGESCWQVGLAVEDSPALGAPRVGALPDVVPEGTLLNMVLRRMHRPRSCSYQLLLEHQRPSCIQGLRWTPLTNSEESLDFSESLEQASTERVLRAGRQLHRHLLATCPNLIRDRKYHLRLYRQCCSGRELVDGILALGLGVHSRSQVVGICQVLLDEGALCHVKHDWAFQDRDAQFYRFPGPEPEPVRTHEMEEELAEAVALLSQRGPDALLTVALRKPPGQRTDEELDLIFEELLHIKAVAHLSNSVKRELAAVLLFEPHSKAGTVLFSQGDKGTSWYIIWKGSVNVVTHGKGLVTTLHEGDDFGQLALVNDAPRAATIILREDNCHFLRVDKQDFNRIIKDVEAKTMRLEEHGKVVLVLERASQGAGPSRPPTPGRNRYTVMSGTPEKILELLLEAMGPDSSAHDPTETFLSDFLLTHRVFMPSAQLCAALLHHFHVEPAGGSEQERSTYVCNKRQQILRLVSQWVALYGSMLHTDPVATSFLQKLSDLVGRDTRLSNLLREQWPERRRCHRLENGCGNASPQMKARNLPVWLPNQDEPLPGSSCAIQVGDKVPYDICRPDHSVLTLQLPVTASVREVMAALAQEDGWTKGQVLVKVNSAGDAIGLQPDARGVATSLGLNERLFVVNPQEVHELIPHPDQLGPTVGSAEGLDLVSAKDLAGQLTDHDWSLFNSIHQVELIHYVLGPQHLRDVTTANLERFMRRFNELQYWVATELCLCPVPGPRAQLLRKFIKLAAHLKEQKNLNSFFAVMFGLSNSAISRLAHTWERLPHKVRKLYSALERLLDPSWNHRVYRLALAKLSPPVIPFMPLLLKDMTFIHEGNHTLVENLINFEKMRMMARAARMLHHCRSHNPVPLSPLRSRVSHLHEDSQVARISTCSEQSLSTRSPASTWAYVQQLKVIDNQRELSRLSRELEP
IL-2 act: qHTS of IL-2 Activators. IL-2 activation reporter assay, cell-based qHTS; stimulated with anti-CD3/CD4/CD28 beads; in transgenic mouse T cells. AID 652025, 2013. 360,000 compounds, 0.065% hits. activation, % (series mostly up to about 46 µM); in the data active means activation above about 50%; inconclusive means mostly about 30% to 49%; further: 0% is about no effect
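Unstimulated transgenic mouse T cells, 750 per well, received compound and, after 60 minutes, anti-CD3/anti-CD4 bead plus anti-CD28 stimulation. EGFP and DsRed were quantified after 18 hours.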
PLK1 PBD block: qHTS for Inhibitors of PLK1-PDB (polo-like kinase 1 - polo-box domain): Primary Screen | Serine/threonine-protein kinase PLK1 (Homo sapiens), P53350 | Plk1 PBD binding of FITC phosphopeptide, fluorescence polarization | Potency, µM, inactives show max response, negative = inhibition, hits mostly inhibitors | 360,000 compounds, 2.8% hits | AID 720504, 2013; further: potency means the concentration at half of the fitted maximal effect; series mostly up to about 57 µM; on the % scale 0 is the no-effect control and ±100 the full control effect; nearly all actives have a fitted effect of over 65% in size
PI5P4K alpha inh: qHTS for Inhibitors of phosphatidylinositol 5-phosphate 4-kinase (PI5P4K). PI5P4Kalpha enzyme, ADP-Glo luminescence, 60 min; hits give low values. max response, %. 330,000 compounds, 1.2% hits. AID 652105, 2013; active means max response of -50% or lower; inconclusive means between -30% and -50%; inactive means -30% or higher; further: value at the top dose of about 77 µM; on the % scale 0 is the no-effect control and ±100 the full control effect
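PI5P4Kalpha ADP-Glo assay; 5 microM ATP final; 60 min RT reaction; HEPES pH 7.4/EGTA/CHAPS, 5% DMSO; controls lacking substrate or enzyme; luminescent end-point.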
CCT chaperon mod: High-Throughput Screening for Modulators of Cytosolic Chaperonin Activity | purified chaperonin ATPase assay, HTRF ADP detection, 30 min | activity change, % (concentration not given with the values), hits read low | 360,000 compounds, 0.3% hits | AID 651819, 2012; in the data active means activity change below about -30%; further: on the % scale 0 is the no-effect control and ±100 the full control effect
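Enzyme 40 or 20 nM (batch-dependent) in Tris pH 7.4/KCl/MgCl2/DTT; cpd 76 uM single point; ATP 10 uM; 30 min 37 °C; Transcreener ADP HTRF detection, 30 min RT; ratio 665/615.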
EPAC2 ag: qHTS for Agonist of cAMP-regulated guanine nucleotide exchange factor 4 (EPAC2): primary screen | EPAC2 activation, biochemical qHTS; response scale: 100% = 6.5 mM cAMP response | AID 720711, 2013 | Rap guanine nucleotide exchange factor 4 (Homo sapiens), Q8WZA2 | Potency, µM (doses to about 154 µM), without a hit: top-dose activation, usual class: activators | 360,000 compounds, 0.079% hits; further: potency means the concentration at half of the fitted maximal effect; nearly all actives have a fitted effect of over 50% in size
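Exchange assay: 100 nM EPAC2 with 250 nM Rap1B-BODIPY-GDP and 50 uM GDP. Fluorescence (ex 480/em 540 nm) read every 5 min for 30 min at room temperature. Data normalized to 6.5 mM cAMP as agonist control.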
WRN helicase inh: qHTS for Inhibitors of WRN Helicase; AID 651768, 2012; 360,000 compounds, 0.46% hits; WRN helicase unwinding, fluorescent forked duplex, kinetic; Potency, µM (highest dose often 114 µM), for the others: at the top dose activity change, negative = inhibition, usual class: inhibitors; further: potency means the concentration at half of the fitted maximal effect; on the % scale 0 is the no-effect control and ±100 the full control effect; nearly all actives have a fitted effect of over 55% in size
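WRN at 20 nM final was preincubated with compound for 15 min at room temperature; reaction started with 100 nM forked duplex oligonucleotide carrying fluorophore and quencher plus 2 mM ATP (final). Unwinding followed kinetically by red fluorescence (ex 525/em 598 nm).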
EPAC1 ag: qHTS for Agonist of cAMP-regulated guanine nucleotide exchange factor 3 (EPAC1): primary screen; 360,000 compounds, 0.073% hits; Rap guanine nucleotide exchange factor 3 (Homo sapiens), O95398; EPAC1 agonist qHTS, biochemical assay; response scale: 100% = response to 6.5 mM cAMP; AID 720707, 2013; Potency, µM (series often up to 154 µM), without a hit: at the highest dose activation, actives largely listed as activators; further: potency means the concentration at half of the fitted maximal effect; nearly all actives have a fitted effect of over 60% in size
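Compounds were pinned as a concentration titration into mixtures of EPAC1 (100 nM), BODIPY-GDP-loaded Rap1B (250 nM) and GDP (50 uM). After 5 min at room temperature, fluorescence was followed for 30 min; activity was scaled to 6.5 mM cAMP.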
Starred values were filed as active, the others as inactive; ? = inconclusive; . = not tested or not shown; [ ] = another dose, or the depositor's remark. Unless noted, the call rests on the fitted dose curve; in most records, active means well fitted curve in the direction sought with a large enough effect; inconclusive means small, poorly fitted or top-dose-only effect, or another doubt; inactive means no such curve, though single readings can be large; an effect the other way counts as inactive or inconclusive. Some of the compounds tested; the hit share may differ from the screen's.

SMILES	EPAC1 antagonist	IL-2 act	PLK1 PBD block	PI5P4K alpha inh	CCT chaperon mod	EPAC2 ag	WRN helicase inh	EPAC1 ag
O=C(O)CCC(=O)NNC(=O)CCC1CCCCC1	-1%	0.9	-10%	-7	-2.3	3%	-30%[57.1 µM]	9%
O=C(COC(=O)C1CCC1)Nc1ncc(Cl)cc1Cl	-13%	-1.7	-18%	-18	-2.6	1%	-26%	15%
O=C(COc1cccnc1[N+](=O)[O-])Nc1ccc(S(=O)(=O)N2CCOCC2)cc1	1%	1.2	-12%	8	-6.8	-1%	-6%	12%
C=CCn1cc(C(=O)c2cc(Br)ccc2O)cc(C#N)c1=O	-4%	0.1	-12%	1	-0.9	4%	-12%	2%
COc1ccc(OC)c(Nc2nc(NCc3ccco3)nc(N)c2[N+](=O)[O-])c1	-12%	2.7	7%	-4	-3.2	7%	-5%	-1%
O=c1c2ccccc2nnn1CSc1nc2ccccc2[nH]1	-15%	-3.1	-16%	-11	-4.7	0%	8%	9%
CCCCn1c2ccc(F)cc2c2nnc(NN)nc21	6%	0.5	-20%	2	-2.1	9%	15%	-14%
COc1cc(CN(C)Cc2nc3cc(C(F)(F)F)ccc3c(=O)[nH]2)ccc1OC(F)F	-27%	-0.9	-2%	13	-1.5	-6%	-3%	-8%
O=C(NCC1CC1)c1ccc(-c2cn[nH]c2)c2ccoc12	-17%	-0.4	-4%	-6	-1.8	6%	-5%	2%
Cc1cccc(C(=O)OCC(=O)Nc2ccccc2C(=O)NC2CC2)c1	-10%	0.2	-14%	6	-1.3	7%	-1%	0%
O=C(Nc1ccc2ccccc2c1)[C@@H]1C[C@H]1[C@@H](NP(=O)(c1ccccc1)c1ccccc1)c1ccccc1	6%	-0.1	-2%	-7	-2.3	14%	-4%	-15%
CC(C)c1nnc(NC(=O)CCC(=O)NCc2ccco2)s1	9%	-1.4	-11%	.	-1.0	5%	1%	4%

Some values from above.
O=C(COc1cccnc1[N+](=O)[O-])Nc1ccc(S(=O)(=O)N2CCOCC2)cc1 in WRN helicase inh reads -6%
O=C(Nc1ccc2ccccc2c1)[C@@H]1C[C@H]1[C@@H](NP(=O)(c1ccccc1)c1ccccc1)c1ccccc1 in EPAC1 antagonist reads 6%

The list continues.
SMILES	EPAC1 antagonist	IL-2 act	PLK1 PBD block	PI5P4K alpha inh	CCT chaperon mod	EPAC2 ag	WRN helicase inh	EPAC1 ag
CC(NC(=O)NNC(N)=S)(C(F)(F)F)C(F)(F)F	-17%	-5.1	-11%	4	-4.0	11%	5%	3%
C=CCn1c(C)nnc1SCC(=O)NC1CCCCC1	8%	-2.3	-15%	2	-3.0	10%	-2%	11%
Cc1cccc(N2CCN(C(=O)c3ccc(Cl)c(S(=O)(=O)N4CCc5ccccc5C4)c3)CC2)c1C	-2%	-3.5	-11%	0	-1.4	2%	3%	1%
Cc1ccc(NC(=S)NNc2ncc(C(F)(F)F)cc2Cl)c(C)c1	-6%	0.1	-16%	-3	-0.5	-1%	8%	-11%
CSCCC(NC(=O)C1CCC(C)CC1)C(=O)Nc1ccc(NC(C)=O)cc1 (stereo not drawn)	7%	0.0	-5%	1	0.1	-11%	-2%	3%
O=C(O)c1ccc(/C=N/N2CCN(C3c4ccccc4-c4ccccc43)CC2)cc1	-6%	-2.6	?	0	-9.6	12%	2%	13%
COc1ccc(C(=O)NCC(C)(C)SCc2c(C)cc(C)cc2C)cc1	-6%	-2.9	-8%	.	-0.3	26%	-13%	?
CCCCNCC(=O)Nc1sc(C)c(C)c1C(=O)OCC	-1%	2.0	-1%	.	0.1	5%	-4%	-4%
O=C(CNC(c1ccccc1)c1ccccc1)NCc1ccccc1Cl	3%	-2.0	-2%	8	2.1	11%	-7%	8%
COc1ccc(-c2nnc(SCc3ccc(C(=O)O)cc3)n2N)cc1	-21%	-0.5	-10%	-8	-2.5	9%	-3%	11%
CC[C@H](C)[C@H](NC(=O)c1ccccc1)C(=O)NC(CC(=O)O)c1ccc(F)cc1 (stereo partly drawn)	7%	0.5	-11%	-9	-2.5	11%	-2%	7%
Cc1ccc(C(C)C)c(OCC(=O)NCC(c2cccs2)N2CCOCC2)c1 (stereo not drawn)	-21%	1.0	2%	-4	-0.8	13%	1%	4%
CC12CCC(C(=O)N3CCCCCC3)(OC1=O)C2(C)C (stereo not drawn)	5%	-0.2	-12%	5	1.2	13%	2%	8%
COc1ccc(-c2nn(-c3ccccc3)cc2/C=C/C(=O)OCC(=O)Nc2ccc(C#N)cc2)cc1	2%	-0.6	-10%	1	-2.6	15%	-24%	18%
CN(C)/C(=N\S(=O)(=O)c1ccccc1)c1ccc(F)cc1	1%	1.9	-3%	10	-2.0	17%	4%	20%
C/C(=N\NC(=O)c1c(Br)c(C)nn1C)c1ccc(NC(=O)c2ccoc2C)cc1	-20%	1.8	-3%	14	-1.5	0%	-5%	-16%
Cc1cc2ccccc2c(=O)n1CC(=O)NCc1ccco1	-12%	-1.4	1%	0	-0.6	8%	-7%	8%
N#CC1C(=O)Nc2cccnc21 (stereo not drawn)	5%	1.4	-12%	-2	-2.1	13%	4%	4%
CC1=C/C(=N\Nc2ccccc2[N+](=O)[O-])CC(C)(C)C1	-14%	-0.9	-6%	19	0.5	1%	-10%	9%
O=C(Cn1c(=O)sc2ccccc21)Nc1ccc(S(=O)(=O)N2CCCCC2)cc1	5%	-2.9	-7%	-1	-1.4	11%	-5%	12%
CCCCNC(=O)C[C@@H]1C[C@@]2(C(=O)OC)CCCCC=C2N(Cc2ccc(Cl)cc2Cl)C1=O	-25%	-0.5	-16%	4	-0.8	16%	5%	3%
CCOC(=O)Cn1cc(Cn2c3ccccc3c(=O)n2C(C)C)nn1	0%	-0.4	-12%	-2	-2.3	6%	1%	4%
CC(C)(C)N1C(=O)c2ccccc2NC(=O)N1Cc1ccc(Br)cc1	-11%	-3.0	-8%	4	0.2	18%	-12%	14%
COC(=O)Cn1ccc(N(C)C)c(C#N)c1=O	8%	-3.5	-1%	.	-0.5	4%	0%	3%
COc1ccc(CN(C)C(=O)Cc2c[nH]c3ccccc23)c(OC)c1OC	5%	-1.8	1%	-1	1.1	3%	-7%	-12%
COc1cccc(C(=O)N=c2sc3c(C)ccc(OC)c3n2C)c1	11%	-2.6	-8%	6	-0.1	-5%	-7%	10%
Cc1ccc(-c2nc3ccsc3c(=O)o2)cc1	-7%	-0.3	-11%	-9	0.2	6%	-7%	0%
CC(C)(C)c1ccc(S(=O)(=O)N2CCC(O)(c3ccc(Cl)cc3)CC2)cc1	-10%	0.9	-4%	2	-1.6	6%	-11%	-6%
Cc1c(C(=O)Nc2ccccc2)sc2nc[nH]c(=O)c12	0%	-0.4	-1%	-26	0.7	-14%	-22%	-5%
O=C(Nc1ccc2[nH]c(=O)[nH]c2c1)Nc1ccc(F)cc1F	-6%	-0.3	-4%	-3	-2.8	2%	-10%	-3%
Cc1ccc(-n2cc3c(-c4cccc(Br)c4)nnc(C)c3n2)cc1	-23%	0.7	15%	6	-4.7	14%	-19%	13%
O=C(Nc1nc(-c2ccccc2)cs1)c1cccnc1	10%	-0.6	-10%	.	2.2	-4%	-8%	-7%
Cn1nc(C(=O)OCC(=O)NC2CCS(=O)(=O)C2)c2ccccc2c1=O (stereo not drawn)	-14%	1.4	-8%	-6	1.6	4%	-4%	0%
CC(=O)c1cc(-c2ccccc2)n(CCC(=O)NC2CCCCCCC2)c1C	-27%	-0.2	-8%	0	-1.1	3%	-3%	-11%
CCCn1nc(NC(=O)c2cccs2)c2cc3ccccc3nc21	-1%	0.8	3%	.	1.8	?	-5%	24%
CN(/C=C/C(=O)C(F)(F)C(F)(F)F)Cc1ccccc1	0%	-1.2	1%	0	0.3	2%	8%	-6%
Cn1cccc1-c1cc(C(=O)N/N=C/c2ccc([N+](=O)[O-])cc2)[nH]n1	-24%	1.9	-2%	-1	3.2	8%	-17%	3%
O=C(NN=C1CCCCCC1)c1ccncc1	-12%	-1.8	-7%	1	-2.5	11%	5%	-5%
C(=C\c1ccccc1)/CN1CCN(C(CCc2ccccc2)c2nnnn2C2CCCCC2)CC1 (stereo not drawn)	-3%	-0.6	-8%	10	0.6	12%	-3%	6%
C/C(N)=C(/C#N)C(=O)COC(=O)CCSc1ccccc1Cl	-5%	0.8	?	9	-2.3	-1%	-5%	13%
COc1cccc(C(=O)N/N=C/c2cn[nH]c2-c2ccc(OC)cc2OC)c1	-3%	-0.6	-5%	-6	-3.4	11%	-8%	9%
Fc1ccc(-c2ccc(CNCc3ccccn3)o2)cc1	-10%	-0.8	4%	-3	-3.8	2%	10%	0%
O=C(NCc1ccccc1)c1cc(S(=O)(=O)N2CCC3(CC2)OCCO3)ccc1F	12%	-3.7	-1%	.	2.0	8%	-12%	-2%
Cc1cc(Cl)ccc1OCC(=O)Nc1cccc(S(=O)(=O)N2CCCC2)c1	-15%	-0.6	-1%	1	1.6	9%	-4%	-7%
O=C(O)c1cc(S(=O)(=O)N2CCCCCC2)ccc1Cl	-3%	-1.1	-1%	.	-1.8	2%	-2%	6%
CCCCN(C(=O)c1cc(=O)[nH]c2ccccc12)c1c(N)n(CCC)c(=O)[nH]c1=O	-1%	-2.0	2%	0	0.8	-2%	4%	1%
Nc1nc(NCCO)nc(NCC2CCCO2)c1[N+](=O)[O-] (stereo not drawn)	26%	1.3	4%	-4	-1.8	9%	-30%[57.1 µM]	11%
O=C1SCCC1NS(=O)(=O)c1ccc([N+](=O)[O-])cc1 (stereo not drawn)	-23%	-0.5	-21%	-26	0.5	13%	-20%	0%
